ST2 IL33 inh – inhibitors of human ST2 (IL1RL1) binding to IL-33, primary screen, biochemical, AlphaLISA; inhibition, % for hits at 17 µM; Interleukin-1 receptor-like 1 (Homo sapiens), Q01638; AID 1259354, 2018; hit rate 2.3% among 78,000; AlphaLISA ST2-Fc/biotin-IL-33 interaction, 1 h; in the data active means inhibition above about 30%; inconclusive means mostly about 10% to 28%
Target sequence (Q01638 whole entry, looked up): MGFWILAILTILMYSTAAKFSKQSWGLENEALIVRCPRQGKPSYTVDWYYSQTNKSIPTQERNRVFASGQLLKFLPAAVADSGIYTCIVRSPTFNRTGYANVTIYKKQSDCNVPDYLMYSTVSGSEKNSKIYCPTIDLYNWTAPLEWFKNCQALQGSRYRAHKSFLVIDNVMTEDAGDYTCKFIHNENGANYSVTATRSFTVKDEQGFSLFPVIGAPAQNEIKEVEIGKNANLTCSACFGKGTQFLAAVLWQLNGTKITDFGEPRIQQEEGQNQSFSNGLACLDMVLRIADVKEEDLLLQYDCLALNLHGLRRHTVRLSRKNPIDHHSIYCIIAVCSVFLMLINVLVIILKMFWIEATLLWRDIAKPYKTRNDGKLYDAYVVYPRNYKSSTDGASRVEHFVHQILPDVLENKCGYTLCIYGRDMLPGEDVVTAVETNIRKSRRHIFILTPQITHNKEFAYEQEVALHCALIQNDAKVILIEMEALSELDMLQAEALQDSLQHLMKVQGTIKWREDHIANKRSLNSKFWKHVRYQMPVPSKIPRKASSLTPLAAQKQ
An asterisk follows results filed as active; i = inactive; ? = inconclusive. These rows are one share of the data. The share of hits here may be higher or lower than overall.

SMILES | ST2 IL33 inh
Cc1[nH]c2ccccc2c1CC(=O)NCc1noc(C2CCCC2)n1 | ?
CC1=NN(c2ccccc2)C(=O)/C1=C/c1ccc(-c2ccc([N+](=O)[O-])cc2C)o1 | ?
O=C(O)c1cc(-c2cccc3c2OCC3)cc(S(=O)(=O)N2CCCC2)c1 | i
Cc1cc(C)n(CC2(CNCc3nc(-c4ccco4)no3)CC2)n1 | i
COC(=O)C1=C(C)NC(C)=C([N+](=O)[O-])C1c1ccccc1C(F)(F)F (stereo not given) | ?
CSc1ccc(-c2nc(CSCC(=O)NCC3CCCO3)c(C)o2)cc1 (stereo not given) | i
CCOc1ccccc1NC(=O)CCC(=O)c1ccc(F)cc1 | i
COc1cc(Br)cc(C2NC(=O)c3c(sc4c3CCN(C)C4)N2)c1O (stereo not given) | i
CCN(CC)C(=O)CSc1nc2c(cc1C#N)CCCCC2 | i
CC(=O)N1CCc2c(nc(-c3ccccn3)nc2N2CC=CC2)C1 | i
Fc1ccc(C=Nc2c(-c3ccco3)nc3ccccn23)cc1 | 49.0%*
O=S(=O)(NCC1(O)CCCNCC1)c1ccc(Oc2ccccc2)cc1 (stereo not given) | i
CCOc1ccc(NC(=O)Cn2c(=O)n(CC3CCC(C(=O)NC)CC3)c(=O)c3sccc32)cc1 (stereo not given) | i
CC1=CC[C@@H]2CN(c3cncc(C(=O)N4CCCC4)n3)C[C@@H]2C1 | ?
CC(=O)c1sc2ccccc2c1OC(=O)c1cccc(Br)c1 | i
COc1ccc(NC(=O)c2ccc([N+](=O)[O-])cc2)c(OC)c1 | i
CC1CN(C(=O)c2ccccc2F)CCN1C(=O)c1ccccc1F (stereo not given) | i
COc1ccc(N2CCCS2(=O)=O)cc1NC(=O)COc1ccccc1OC | i
CS(=O)(=O)c1ccc2nc(NC(=O)c3ccc(Br)o3)sc2c1 | i
O=C1CCC(=O)N(O)CCCCCNC(=O)CCC(=O)N(O)CCCCCNC(=O)CCC(=O)N(O)CCCCCN1 | ?
Cc1ccc(-c2nc(S(=O)(=O)c3ccc(C)cc3)c(N3CCOCC3)o2)cc1 | i
CCCn1ncc(C(=O)N2CCCC(Cc3ccc(C(=O)O)cc3)C2)c1C (stereo not given) | i
Cc1nc2c(C(=O)NCc3cccs3)cnn2c(C)c1Cc1c(F)cccc1Cl | i
CCCN(Cc1cc(OC)c(O)c([N+](=O)[O-])c1)CC1CC1 | i
COc1ccc2nc(-n3c(C)ccc3C)sc2c1 | ?
Additional entries:
SMILES | ST2 IL33 inh
COc1ccccc1Nc1ncnc2c1cnn2-c1ccc(C)cc1C | i
COc1ccccc1C1CC(c2ccc(Br)cc2)=NN1S(=O)(=O)c1ccccc1 (stereo not given) | i
O=S(=O)(Nc1cccc(Br)c1)c1ccc(Cl)s1 | i
CCc1nc(SCC(=O)N(C)Cc2nc3ccc(Cl)cc3[nH]2)n[nH]1 | ?
COc1ccc(CCNC(=O)CC(c2ccccc2)c2ccccc2)cc1OC | i
CCCn1cnc2cc(NCc3cccs3)ccc21 | i
Cc1ccc(Cn2nc(C)c(NC(=O)c3cc(-c4ccc(F)cc4)on3)c2C)cc1 | i
C=CCc1cccc2cc(C(=O)Nc3ccc(Br)cc3)c(=O)oc12 | i
CC(C)c1cc(NCc2cccnc2Oc2ccc(F)cc2F)ncn1 | i
O=C(O)CN(c1ccc([N+](=O)[O-])cc1)S(=O)(=O)c1ccccc1 | i
CC1CCN(C(=O)c2cc(-c3ccc4c(c3)OCO4)on2)CC1 | i
Cn1c(=O)oc2cc(S(=O)(=O)Nc3cccc(F)c3)ccc21 | i
CCN(CC)C(=O)CSc1c2c(nc3ccc(Cl)cc13)CCCC2 | i
O=C(NCCN1CCOCC1)c1ccc2c(c1)NC(=O)C(N1CCCC1)S2 (stereo not given) | i
COc1ccc(C(=O)N2CCCC(CCC(=O)Nc3ccc(F)cc3C)C2)o1 (stereo not given) | i
COc1ccc(NC(=O)C2CCN(c3ccc(-c4ccc(Br)s4)nn3)CC2)cc1OC | ?
Cc1ccc(NC2SC(=O)N(Cc3cccc(C(=O)O)c3)C2=O)cc1 (stereo not given) | i
CCCn1cc(S(=O)(=O)CC(=O)NC2CCCCC2)c2ccccc21 | i
COc1ccc(C2=CSC3=NCCN23)cc1Br | i
Cc1ccc(S(=O)(=O)C(NC(=O)c2ccccc2)=C(Cl)Cl)cc1 | i
O=C(Nc1cccc(Cl)c1)c1cnn2c(C(F)(F)F)cc(-c3ccco3)nc12 | ?
CC(Sc1oc(-c2ccco2)nc1S(=O)(=O)c1ccc(F)cc1)c1ccccc1 (stereo not given) | i
COc1ccccc1CCC(=O)N1CCCC(CCC(=O)Nc2ccc(F)cc2C)C1 (stereo not given) | ?
Cc1cccc(C(=O)N2CC3(C)CC2CC(C)(C)C3)c1 (stereo not given) | i
CN(C)c1ccc(-c2cc(C(N)=O)on2)cc1 | i

The final 4 records of the section above are carried over, then new ones follow.
SMILES | ST2 IL33 inh
CC(Sc1oc(-c2ccco2)nc1S(=O)(=O)c1ccc(F)cc1)c1ccccc1 (stereo not given) | i
COc1ccccc1CCC(=O)N1CCCC(CCC(=O)Nc2ccc(F)cc2C)C1 (stereo not given) | ?
Cc1cccc(C(=O)N2CC3(C)CC2CC(C)(C)C3)c1 (stereo not given) | i
CN(C)c1ccc(-c2cc(C(N)=O)on2)cc1 | i
O=C(CN1N=NC2C(=O)N(c3ccc(F)cc3)C(=O)C21)Nc1cccc(Cl)c1 (stereo not given) | i
CCOc1ccc(-c2nn(-c3ccccc3)cc2/C=c2\sc3nc(=O)c(C)nn3c2=O)cc1C | i
N[C@@H]1CC[C@@H](NC(=O)c2cc(=O)n(-c3ccccc3)[nH]2)C1 | i
O=C(CSc1nnc(Cc2cc(=O)[nH]c(=O)[nH]2)n1-c1ccccc1)N1CCOCC1 | i
CCOC(=O)c1ccccc1Nc1c2c(nc3ccccc13)CCC2 | i
CC(C)Nc1nc(-c2ccccc2)nc2ccccc12 | ?
Cc1cc([N+](=O)[O-])ccc1NC(=O)C1C2C=CC(C2)C1C(=O)O (stereo not given) | i
CCN(CC)C(=O)C1=C(C)Nc2nc3ccccc3n2C1c1ccc(F)cc1 (stereo not given) | i
Clc1ccc(-c2nc(-c3cccnc3)no2)c(Cl)c1 | ?
CCOC(=O)c1[nH]c2ccccc2c1NC(=O)C1CCCC1 | i
CN(Cc1n[nH]c2c1CCCC2)Cc1cc2ccccc2[nH]c1=O | i
Cc1cc(Cl)ccc1NC(=O)C(Cl)Cl | i
O=C(CNS(=O)(=O)c1cccs1)N1CCCCCC1 | i
CCOC(=O)c1csc(NC(=O)c2cc(=O)c3ccccc3o2)n1 | i
COc1ccc(NC(=O)c2noc3c2CCc2cc(OC)ccc2-3)cc1 | i
O=C(NCCc1ccc(F)cc1)C1CCCN(C2CCN(C(=O)C3CC3)CC2)C1 (stereo not given) | i
CCCc1cc(=O)oc2cc(OCc3ccc(C(=O)OC)cc3)ccc12 | i
CCOC(=O)C(C)Sc1nc(N2CCOCC2)c2c(c1C#N)CCCC2 (stereo not given) | i
CCOC(=O)CN(Cc1ccc(Cl)cc1)S(=O)(=O)c1ccc(Br)cc1 | i
Cc1cc(C)cc(NC(=O)c2cc3ccccc3o2)c1 | ?
COc1ccc(C2=NN(C(=O)CCC(=O)O)C(c3cc4ccccc4nc3Cl)C2)cc1OC (stereo not given) | i
CC(C(=O)N1CCCc2c1c(=O)oc1ccc(O)cc21)N1CCOCC1 (stereo not given) | ?
O=S(=O)(c1cccc2cccnc12)N1CCN(c2cccc(Cl)c2)CC1 | i
COC(=O)c1cn([C@H]2CO[C@H]3[C@@H]2OC[C@@H]3NC(=O)C2CC2)nn1 | i
COc1ccc(OC)c(N2C(N)=C(C#N)C(c3ccc(OC)c(O)c3)C3=C2CCCC3=O)c1 (stereo not given) | ?

Fetched one by one from above:
SMILES | ST2 IL33 inh
CCOC(=O)c1ccccc1Nc1c2c(nc3ccccc13)CCC2 | i
COC(=O)c1cn([C@H]2CO[C@H]3[C@@H]2OC[C@@H]3NC(=O)C2CC2)nn1 | i
COc1ccc(C2=NN(C(=O)CCC(=O)O)C(c3cc4ccccc4nc3Cl)C2)cc1OC (stereo not given) | i

Next section.
SMILES | ST2 IL33 inh
Cc1ccc(CN(CCN(C)C)C(=O)c2ccc[nH]c2=O)s1 | ?
Nc1nc(Cc2ccc([N+](=O)[O-])cc2)ns1 | ?
CCn1c(=O)c(C(=O)Nc2ccncc2)c(O)c2ccccc21 | i
O=C(c1ccc(-n2cnnc2)cc1Cl)N1CCCC(O)(CO)CC1 (stereo not given) | i
CCCN1CCN(CCCNC(=O)CSc2cc(=O)n(C)c3ccccc23)CC1 | i
COc1ccc(CN2CCc3ccccc3C2)c(OC)c1 | i
CC1CC(C)CN(C(=O)C2c3ccccc3C(=O)N(C)C2c2cccs2)C1 (stereo not given) | i
CC(=O)Nc1ccc(S(=O)(=O)Nc2ccc(I)cc2)cc1 | i
CCN(CC)c1cc(C)c2cc(NC(=O)c3cnccn3)ccc2n1 | i
COc1ccc(OC)c(-c2cc(C(=O)Nc3sc4c(c3C(N)=O)CCCC4)no2)c1 | i
CN1C(=O)C2(CCN(C(=O)C(O)c3ccc(F)cc3)CC2)c2ccccc21 (stereo not given) | ?
C=CCNc1ccccc1C(=O)N1CCN(CCS(C)(=O)=O)CC1 | i
Cc1cccc(N(C)S(=O)(=O)c2cccc3nonc23)c1 | ?
COCC(=O)N[C@H]1C[C@H]2C(=O)Nc3ccccc3C(=O)N2C1 | i
CCC(C)n1c(Cc2ccc(O)cc2)n[nH]c1=O (stereo not given) | 33.0%*
NCCSSCCN | ?
CNC(=O)CC(C)N(C)C(=O)c1[nH]c2c(C)ccc(C)c2c1C (stereo not given) | ?
CC1=C[C@@H](CNC(=O)c2ccncc2)[C@H](C(C)C)C[C@H]1Cc1nnc(-c2ccncc2)o1 | ?
COCCN1CCCC(O)(CN2CCN(Cc3ccncc3)CC2)C1=O (stereo not given) | ?
CC1=C(C(=O)Nc2cc(C)ccn2)C(c2ccccc2C(F)(F)F)C2=C(CC(C)(C)CC2=O)N1 (stereo not given) | i
C=CCn1nc(C(=O)N2CCOCC2)c2c1CCC(NCCc1ccc(Cl)cc1)C2 (stereo not given) | ?
CCOC(=O)C1CCCN(S(=O)(=O)c2ccc3c(c2)CCC(=O)N3)C1 (stereo not given) | i
COc1ccc(C2SCCN2S(=O)(=O)c2ccc(C)cc2)cc1[N+](=O)[O-] (stereo not given) | i
Cc1ccccc1Cn1c(CN2CCN(c3ccc(F)cc3)CC2)nc2c1c(=O)n(C)c(=O)n2C | ?
COC(=O)COc1ccc(Br)cc1 | i
The list continues.
SMILES | ST2 IL33 inh
CS(=O)(=O)N1CCN(C(=O)C2CCNCC2)C[C@@H]1C(=O)N[C@H](Cc1c[nH]c2ccccc12)C(N)=O | ?
CCOc1ccc(NC(=O)c2oc3ccccc3c2NC(=O)Cc2cccs2)cc1 | i
CCc1ccccc1-c1cc(CO)ccn1 | i
COc1ccccc1OC1CN(C(=O)c2cccc(C#CC(C)(C)O)c2)C1 | ?
CC(C)Cc1ccc(S(=O)(=O)N2CCN(c3ccccn3)CC2)cc1 | i
CC(C)CCN(C)C1CCN(S(=O)(=O)c2ccc(C(C)(C)C)cc2)CC1 | i
Cc1ccccc1Cn1cc(S(=O)(=O)CC(=O)Nc2nccs2)c2ccccc21 | i
CCC(O)C#CC(C)(O)CCC=C(C)C (stereo not given) | i
O=C(NCC1OCCc2ccccc21)C(c1ccccc1)c1ccccc1 (stereo not given) | i
O=C(O)C1C2C=CC(C2)C1C(=O)NCc1ccc(Cl)c(Cl)c1 (stereo not given) | i
O=C(NC[C@H]1O[C@@H](CC(=O)N2CCCC2)[C@H](O)[C@@H]1O)c1cccc(F)c1 | i
O=C(c1ccc(F)cc1)N1C[C@@H]2OCC(=O)N(Cc3ccncc3)[C@@H]2C1 | i
N#CC1=C(N)OC2=C(C(=O)CC(c3ccccc3)C2)C12C(=O)Nc1ccc(Br)cc12 (stereo not given) | i
COc1ccc(CC(NC(C)=O)C(=O)O)cc1 (stereo not given) | ?
O=C(NCc1ccc(F)cc1)c1cc(-c2ccncc2)nc2ccccc12 | ?
COC(=O)CSC1=C(C#N)C(c2ccccc2OC)CC(=O)N1 (stereo not given) | i
O=C(O)CC1(CC(=O)N2CCN3C(=O)N(Cc4ccccc4)C(=O)[C@H]3C2)CCCC1 | i
Cc1ccc(C#N)c(SCC(=O)O)n1 | i
C=C(C)Cn1cc(Oc2ccccc2)c(=O)c(C(=O)OCC)c1 | i
CCc1ccc(-c2cc(C(=O)N3CCOCC3)c3ccccc3n2)cc1 | i
CC(C)Cc1nc2cc(NS(=O)(=O)N(C)C)cc(C(=O)N3CCc4ccccc4C3)c2n1C | i
CC1(C)CC(=O)N(CC(=O)NCc2cccs2)c2ccccc2S1 | ?
COc1ccc(NC(=O)CCC2CCN(C(=O)CSC)CC2)c(OC)c1 | i
COc1ccc(CN2C(=O)CO[C@H]3CN(Cc4ccc(C(=O)O)cc4)C[C@H]32)cc1 | i
COc1ccc2nc(SCC(=O)c3ccco3)[nH]c2c1 | i
N=C1Sc2ccccc2C2=NCCCN12 | i
C=CCN(Cc1cccc(OC)c1)C(=O)c1cccc(-c2noc(C)n2)c1 | i

In a second layout: entries from further up.
Compound,ST2 IL33 inh
CC(C)Nc1nc(-c2ccccc2)nc2ccccc12,?
CCOC(=O)CN(Cc1ccc(Cl)cc1)S(=O)(=O)c1ccc(Br)cc1,i

Gathered by group, those above with a CF3 group (three)
SMILES | ST2 IL33 inh
COC(=O)C1=C(C)NC(C)=C([N+](=O)[O-])C1c1ccccc1C(F)(F)F (stereo not given) | ?
O=C(Nc1cccc(Cl)c1)c1cnn2c(C(F)(F)F)cc(-c3ccco3)nc12 | ?
CC1=C(C(=O)Nc2cc(C)ccn2)C(c2ccccc2C(F)(F)F)C2=C(CC(C)(C)CC2=O)N1 (stereo not given) | i

Bioassay records from PubChem BioAssay.
